Yp Topo-I inh: Yersinia pestis topoisomerase I inhibitors, primary screen, biochemical, cleavage product accumulation, plate reader, single point; DNA topoisomerase I (Yersinia pestis CO92); Y. pestis Topo-I cleavage product accumulation; activity, % at 10 µM; actives 0.064% (n = 360,000); in the data active = activity above about 50%, passing the limit was not always enough; also: inactives centre near 2
PrPC surface inh: inhibitors of human cell surface prion protein PrPC, primary screen, cell-based, TR-FRET; AID 720596, 2013; inhibition, % at 13.8 µM; actives 0.43% (n = 370,000); Major prion protein (Homo sapiens), P04156; TR-FRET read-out; in the data active = inhibition above about 24%; also: 0% = median of the test wells and 100% = reference compound wells
CCHF vOTU inh: CCHFV vOTU protease inhibitors, primary screen, biochemical, Pep-AMC substrate, fluorescence; actives 0.55% (n = 370,000); Crimean-Congo hemorrhagic fever virus L polyprotein viral ovarian tumor (vOTU) protease …; inhibition, % at 11.5 µM; AID 651958, 2012; in the data active = inhibition above about 30%; also: 0% = vehicle wells with enzyme and 100% = no enzyme wells
VHR inh abs: VHR1 phosphatase inhibitors, primary screen, biochemical, absorbance, uHTS. inhibition, % at 13.3 µM. actives 0.52% (n = 290,000). recombinant VHR phosphatase, pNPP absorbance; in the data active = inhibition above about 50%; also: some compounds called inactive have numbers as strong as hits
Target sequence (P51452 whole entry, looked up): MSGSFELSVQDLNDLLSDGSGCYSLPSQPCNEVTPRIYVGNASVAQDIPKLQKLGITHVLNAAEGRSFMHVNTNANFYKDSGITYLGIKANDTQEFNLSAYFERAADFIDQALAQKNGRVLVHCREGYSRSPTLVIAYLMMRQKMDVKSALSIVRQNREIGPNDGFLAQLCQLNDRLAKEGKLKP
3CLpro inhibitor: SARS-CoV 3CLpro protease inhibitors, primary screen, biochemical, quenched FRET; recombinant SARS-CoV 3CLpro, quenched FRET peptide cleavage; Replicase polyprotein 1ab (Severe acute respiratory syndrome coronavirus), P0C6X7; actives 0.14% (n = 290,000); AID 1706, 2009; inhibition, % at 6 µM; in the data active = inhibition above about 12%
TcdB GH inh: TcdB glycohydrolase inhibitors, primary screen, biochemical, single point, plate reader | Toxin B (Clostridioides difficile), P18177 | TcdB glycohydrolase enzymatic assay | inhibition, % at 9.99 µM | actives 0.24% (n = 350,000); in the data active = inhibition above about 10%
PriA SSB inh: inhibitors of Klebsiella pneumoniae PriA binding to SSB C-terminal tail, primary screen, biochemical, AlphaScreen; actives 0.6% (n = 430,000); PriA–SSB C-terminal tail interaction (Klebsiella pneumoniae); AlphaScreen SSBct-PriA binding, biotinylated peptide; inhibition, % at 33 µM; in the data active = inhibition mostly above about 37%, no sharp cut-off; inactive = mostly below about 20%;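 also: plate controls were negative control peptide for no effect and reference peptide for full effect; strong numbers were not always called active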
Rv3671c inh: Rv3671c serine protease inhibitors, primary screen, biochemical, fluorescence polarization, M. tuberculosis H37Rv; P9WHR9; inhibition, % at 5.96 µM; actives 0.048% (n = 320,000); AID 2606, 2010; in the data active = inhibition above about 38%;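 also: extracellular domain of Rv3671c used as enzyme; 0% = enzyme with DMSO and 100% = no enzyme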
Target sequence (P9WHR9 whole entry, looked up, the tested form may be a part): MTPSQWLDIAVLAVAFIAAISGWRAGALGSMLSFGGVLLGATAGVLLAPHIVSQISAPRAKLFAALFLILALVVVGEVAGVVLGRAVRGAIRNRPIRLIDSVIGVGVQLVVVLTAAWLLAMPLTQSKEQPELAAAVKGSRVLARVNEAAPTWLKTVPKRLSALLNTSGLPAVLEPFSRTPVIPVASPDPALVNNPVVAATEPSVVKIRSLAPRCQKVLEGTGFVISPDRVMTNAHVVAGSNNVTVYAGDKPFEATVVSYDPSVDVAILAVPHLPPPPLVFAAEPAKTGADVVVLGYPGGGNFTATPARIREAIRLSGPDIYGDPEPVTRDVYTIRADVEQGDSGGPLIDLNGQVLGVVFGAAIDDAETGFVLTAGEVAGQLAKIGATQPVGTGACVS
BH1578 lux ind: inducers of Vibrio cholerae quorum light production without autoinducers, primary screen, BH1578 luxS cqsA deficient, single point; activation, % at 18.7 µM; V. cholerae BH1578 lux reporter, luminescence, 6 h; actives 0.16% (n = 350,000); AID 588436, 2011; in the data active = activation mostly above about 9.7%, no sharp cut-off; also: not every result past the cut was called active; inactives centre near 0; reference of the scale not given here
MazF activator: activators of E. coli MazEF toxin-antitoxin RNase, primary screen, biochemical, fluorescence, uHTS; actives 0.32% (n = 350,000); AID 504720, 2011; FAM/BHQ RNA-DNA oligo cleavage fluorescence, 5 h; activation, % at 20 µM; in the data active = activation above about 50%
Target sequence (P0AE70 whole entry, looked up): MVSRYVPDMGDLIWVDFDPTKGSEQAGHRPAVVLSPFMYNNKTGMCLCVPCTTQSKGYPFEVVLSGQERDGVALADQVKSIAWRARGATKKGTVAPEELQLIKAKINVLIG
An asterisk follows results filed as active; i = inactive; . = not tested or not shown; & = joins results of further samples. Some of the compounds tested (hit frequency here may not be typical).

SMILES	Yp Topo-I inh	PrPC surface inh	CCHF vOTU inh	VHR inh abs	3CLpro inhibitor	TcdB GH inh	PriA SSB inh	Rv3671c inh	BH1578 lux ind	MazF activator
CC1CC(C)CN(C(=O)C(C)N(C)CC(=O)Nc2ccc(F)cc2)C1 (stereo unspecified)	1	2	-3	.	.	-0.4	-10	4	-3.7	2
O=C(c1noc2c1CCCCC2)N1CCN(C(c2ccccc2)c2ccccc2)CC1	5	3	-10	.	.	1.0	1	.	-0.1	-1
COc1cccc(C(=O)CSc2nccn2C)c1	0	2	-1	1	2	-0.1	-7	10	i	10
CC(=O)Nc1ccc(S(=O)(=O)N2CCN=C2C)cc1	4	0	6	-8	4	.	1	0	-0.3	4
COc1cc(/C=N/NC(=O)CNc2n[nH]c(=O)[nH]c2=O)ccc1O	-2	1	14	8	-2	.	.	4	0.7	9
CCCN(Cc1ccccc1)C(=S)Nc1cccc(C(F)(F)F)c1	3	12	12	-1	3	.	-43	-10	-0.3	6
COc1cc(C(=O)Nc2ccc3nc(N4CCN(C)CC4)cc(C)c3c2)cc(OC)c1OC	-11	-17	-2	1	-8	2.2	5	5	-2.8	5
CC(C)C(NC(=O)C(C)N1C(=O)c2ccccc2C1=O)c1ccccc1 (stereo unspecified)	6	5	-18	9	-1	1.5	-3	4	0.3	1
CC1CN(Cc2ccco2)C(=S)NC1=O (stereo unspecified)	1	0	3	.	.	1.1	-1	.	i	11
Cc1cc(C)c2c(c1)/C(=c1/sc3n(c1=O)CN(c1ccccc1)CN=3)C(=O)N2	0	-4	1	8	0	-0.2	.	11	0.0	7
Cc1ccc(C(=O)NC2(C(Cl)Cl)N=C(c3ccccc3)N=C2N)cc1 (stereo unspecified)	-1	0	3	15	3	-0.8	-10	2	-0.3	1
Cc1ccccc1NS(=O)(=O)c1ccc(C(=O)N2CCCCCC2)cc1	3	7	1	.	.	0.6	-9	4	i	3
Nn1c(SCC(=O)N2CCCc3ccccc32)nncc1=O	-11	0	4	21	3	-4.1	10	1	-2.4	1
O=C(CCN1C(=O)/C(=C\c2ccccc2)SC1=S)NNC(=O)c1ccccc1O	-9	1	9	31	2	-0.3	-2	1	-3.1	6
COc1ccc(OC)c2c(N3CC(C)OC(C)C3)cc(C(F)(F)F)nc12 (stereo unspecified)	-4	-1	-3	.	6	.	-17	4	-0.3	0
Cc1cc(C(=O)N/N=C/c2cccnc2)c2ccccc2n1	-7	6	11	23	-6	-0.5	.	1	-0.3	8
Cc1cc(NC(=O)COC(=O)C2CCCN2C(=O)c2cccs2)no1 (stereo unspecified)	2	-1	-5	14	-5	.	-3	4	0.9	2
Fc1cccc(C2NC(=S)NC3=C2N2CCC3CC2)c1 (stereo unspecified)	-1	0	-2	25	0	-0.4	-6	-6	1.3	1
O=C(NNC(=O)c1cccc(S(=O)(=O)N2CCN(c3ccccc3)CC2)c1)c1ccc(Cl)cc1	15	-4	-19	17	-4	.	2	-10	i	8
CCCOc1ccccc1C(=O)NCCCC(=O)O	-2	6	0	36	-1	.	-4	-6	-0.7	5
O=S(=O)(c1ccccc1F)N1CCN(Cc2nc3ccccc3[nH]2)CC1	1	-6	-14	-32	0	.	-4	-5	i	-2
O=C(O)c1ccc(/C=N/N2CCN(c3ccccc3)CC2)cc1	-4	-6	0	30	2	1.2	.	.	-0.8	8
O=C(Cc1ccc(NC(=O)C2CCN(C(=O)c3ccccc3)CC2)cc1)Nc1cccc(C(=O)N2CCCC2)c1	22	10	3	.	.	1.1	1	.	i	0
C=CCc1ccc2oc(C(=O)OCC)cc(=O)c2c1O	1	5	-12	2	-2	0.8	-12	-4	-0.4	-4
CCOC(=O)Nc1cc(OCC)c(NC(=O)C2CC2)cc1OCC	-9	0	-12	-4	0	.	-3	2	i	0
The listing continues:
SMILES	Yp Topo-I inh	PrPC surface inh	CCHF vOTU inh	VHR inh abs	3CLpro inhibitor	TcdB GH inh	PriA SSB inh	Rv3671c inh	BH1578 lux ind	MazF activator
COc1ccc(-c2nonc2NC(=O)c2oc3ccc(F)cc3c2C)cc1OC	-1	6	3	24	2	0.8	-5	-9	-2.0	33
CCOc1ccc(Br)cc1S(=O)(=O)Nc1ccc(Cl)c(S(=O)(=O)N(CC)c2ccccc2)c1	28	4	26	3	2	0.2	-1	-87	-0.2	7
O=C(c1ccccc1)c1ccc(N2CCOCC2)c(F)c1	-6	6	17	17	-5	.	-26	-2	-1.0	-9
Cc1ccc(Nc2ccc(N3CCN(c4ccc([N+](=O)[O-])cc4)CC3)nn2)cc1	-5	-6	16	11	3	0.3	-2	5	-0.4	9
CC1(C(=O)Nc2cnc3ccccc3c2)CCN1Cc1ccc2c(c1)OCCO2 (stereo unspecified)	14	2	-9	.	.	0.2	.	.	i	.
O=C(NCc1ccc2c(c1)OCO2)c1cc2c(s1)CS(=O)(=O)C2	6	-2	-12	-2	-1	.	-10	-2	i	-14
CSc1ccc(S(=O)(=O)NC(C)c2ccccc2)cc1 (stereo unspecified)	12	-5	-1	21	1	0.8	-21	6	-0.2	2
Cc1ccc(C(=O)NCCCN2CCN(CCCNC(=O)c3ccc(C)cc3)CC2)cc1	9	-5	-8	.	.	1.6	8	-9	-2.3	0
Cc1cc(NC(=O)c2ccc(Cn3nc(C)c(Br)c3C)o2)no1	-9	-5	6	7	-1	1.4	-9	-6	i	-13
COC(=O)NC1CC2C=CC1C1C=CC21 (stereo unspecified)	-5	4	2	.	.	1.9	.	.	-2.9	5
O=C(O)CCCNC(=O)Cc1ccccc1	-2	-4	-8	5	1	-0.5	-14	2	-0.4	3
CCOc1ccccc1/C=C/c1nc2ccccc2[nH]c1=O	-6	-12	-18	1	1	1.1	-6	.	i	8
Cc1cc(C)c(NC(=O)c2cccc(NC(=O)c3ccco3)c2)c(C)c1	2	1	-17	-8	0	1.9	-2	5	-2.4	-6
CC(C)(C)c1ccc(-c2n[nH]c(=S)n2/N=C/c2ccncc2)cc1	-6	3	-3	-1	4	1.5	.	2	-0.3	-1
CCOC(=O)c1nn(-c2ccccc2)cc1O	5	4	-3	26	-1	-0.8	1&-13	1	-0.6	0
O=C(CSc1nnc(-c2ccc(F)cc2)o1)Nc1ccc(S(=O)(=O)N2CCCCCC2)cc1	1	3	1	12	2	.	-9	-28	-0.2	0
CCc1ccc(NS(=O)(=O)c2c(C(=O)N3CCOCC3)c(C)n(C)c2C)cc1	4	10	10	8	3	0.2	-5	7	1.0	8
N#CC1=C(SCC(N)=O)NC(=O)CC1c1cccc2ccccc12 (stereo unspecified)	3	7	-5	.	.	-2.6	-4	.	-0.1	-9
CN(CC(=O)Nc1ccc(Cl)c(C(F)(F)F)c1)CC(=O)NC1CCCCC1	6	.	.	.	.	.	-6	-4	-0.7	-8
O=C(Cn1cc(C(F)(F)F)cc(Cl)c1=O)NC1CCS(=O)(=O)C1 (stereo unspecified)	2	1	-3	.	.	1.0	-8	8	-0.7	-1
COc1ccc(-c2cc(-c3nnc(COC(=O)CC4CCCC4)o3)c3ccccc3n2)cc1OC	1	-3	-12	4	-5	1.0	-14	-9	i	-13
Cc1ccc(S(=O)(=O)NCC(=O)NCC2COc3ccccc3O2)cc1C (stereo unspecified)	9	8	1	.	.	0.4	-3	-2	1.2	-3
CC(=O)N1c2ccc(S(=O)(=O)N(C)CC(=O)N(C)Cc3ccccc3)cc2CC1C (stereo unspecified)	11	4	11	2	2	1.1	-17	-1	0.4	-4
CS(=O)(=O)NNC(=O)c1cc2cc3ccccc3nc2s1	-7	0	0	4	2	0.1	5	3	0.7	-5
Cc1cc(=O)oc2cc(NC(=O)CN3C(=O)NC(C)(c4ccccc4)C3=O)ccc12 (stereo unspecified)	7	-5	-50	.	.	1.3	-10	-17	i	7

Two compounds from above, limited to 3CLpro inhibitor and Yp Topo-I inh.
Compound | 3CLpro inhibitor | Yp Topo-I inh
CS(=O)(=O)NNC(=O)c1cc2cc3ccccc3nc2s1 | 2 | -7
Cc1cc(=O)oc2cc(NC(=O)CN3C(=O)NC(C)(c4ccccc4)C3=O)ccc12 (stereo unspecified) | . | 7

Next results.
SMILES	Yp Topo-I inh	PrPC surface inh	CCHF vOTU inh	VHR inh abs	3CLpro inhibitor	TcdB GH inh	PriA SSB inh	Rv3671c inh	BH1578 lux ind	MazF activator
CCN(Cc1ccccc1)C(c1ccc(C)cc1)c1nnnn1C(C)(C)CC (stereo unspecified)	50	8	-5	8	4	.	-20	10	0.2	4
Cc1cc(OCC(=O)NCCc2c[nH]c3ccccc23)c2c(C)cc(=O)oc2c1	11	12	-5	8	3	0.0	1	-1	-0.4	7
COc1ccc(CN2CCC(C(=O)N(C)CCc3ccc(OC)c(OC)c3)CC2)c(OC)c1	-8	-7	-1	-5	3	.	6	1	i	1
CCCCCCCCCCn1cc(C(C)=O)c(=O)[nH]c1=O	10	2	11	16	2	.	-28	-4	i	-17
CNc1c([N+](=O)[O-])cnn1-c1ccccc1Cl	8	-3	2	20	4	.	-15	5	i	1
C=CCNC(=S)Nc1ccc2nsnc2c1	2	-16	-15	3	-2	.	-10	-5	-0.2	-15
CCN(CC)CCOC(=O)c1cc(Cl)c(N)cc1OC	0	-12	-5	.	.	0.9	-13	7	-0.8	4
CC(=O)c1c(C)[nH]c(C(=O)COC(=O)C2CC2)c1C	5	2	-12	26	4	0.8	-1	8	-2.8	4
CC(=O)Nc1ccc(-c2ccnc3c2CC(C)(C(=O)NCc2ccc(N(C)C)cc2)O3)cc1 (stereo unspecified)	18	7	-3	.	.	-2.4	.	.	i	.
O=C(Nc1ccncc1)c1ccc(Cl)c(S(=O)(=O)N2CCCC2)c1	1	6	-4	.	.	1.0	-11	0	i	-5
CC[C@@H]1[C@H]2CCCC(=O)N3CC[C@@H](C[C@@H]1OC(=O)Nc1ccccc1)[C@@H]23	11	7	12	9	2	2.6	-19	-1	1.1	3
Cc1cccc(NC(=O)CSc2nnc(C3CC3)n2CC2CCCO2)c1C (stereo unspecified)	-7	0	-2	19	2	1.0	-3	1	-0.1	9
CN(C)c1ccc(S(=O)(=O)N2CCCCC2)cc1NC(=O)C1=NN(c2ccccc2)C(=O)CC1	20	-7	0	13	1	1.2	-1	-9	-0.4	0
CNC(=S)N/N=C(\C)c1ccc(Cl)c(Cl)c1	9	-7	12	2	4	0.8	.	-3	-0.9	1
O=[N+]([O-])c1ccc(C2OCCO2)cc1CS(=O)(=O)c1ccccc1	-15	-26	-2	16	6	-0.7	-11	-5	-0.4	9
O=C(Nc1ccccc1)C1CCN(c2nccs2)CC1	-1	-4	-4	25	3	.	-7	-1	0.6	-2

Single records, as listed above. Order of values: Yp Topo-I inh, PrPC surface inh, CCHF vOTU inh, VHR inh abs, 3CLpro inhibitor, TcdB GH inh, PriA SSB inh, Rv3671c inh, BH1578 lux ind, MazF activator
`CC[C@@H]1[C@H]2CCCC(=O)N3CC[C@@H](C[C@@H]1OC(=O)Nc1ccccc1)[C@@H]23` is listed with 11, 7, 12, 9, 2, 2.6, -19, -1, 1.1, 3
`CCOC(=O)Nc1cc(OCC)c(NC(=O)C2CC2)cc1OCC` is listed with -9, 0, -12, -4, 0, ., -3, 2, i, 0
`CCCN(Cc1ccccc1)C(=S)Nc1cccc(C(F)(F)F)c1` is listed with 3, 12, 12, -1, 3, ., -43, -10, -0.3, 6
`Cc1ccc(Nc2ccc(N3CCN(c4ccc([N+](=O)[O-])cc4)CC3)nn2)cc1` is listed with -5, -6, 16, 11, 3, 0.3, -2, 5, -0.4, 9
`CC(=O)Nc1ccc(S(=O)(=O)N2CCN=C2C)cc1` is listed with 4, 0, 6, -8, 4, ., 1, 0, -0.3, 4

Source: PubChem BioAssay
